Rin1 Abl inh: inhibitors of human Rin1-Abl protein interaction. TR-FRET Rin1/Abl binding, biochemical. 0.4% of 360,000 active. inhibition, % at 7.35 µM. AID 588664; in the data active = inhibition above about 5%, passing the limit was not always enough
CSN deneddyl inh: inhibitors of human CSN-mediated cullin deneddylation; Q92905; Purified CSN, SCF-Nedd8-OG deneddylation, fluorescence polarization; inhibition, % at 12.5 µM; 0.38% of 360,000 active; AID 651999;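 active = pattern-corrected inhibition above about 35%, with an unprinted fluorescence ratio check between 0.5 and 1.5, limit read from the data, passing the limit was not always enough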;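 also: 0% = enzyme with substrate and 100% = substrate without enzyme; some results filed as inactive read as strong as hits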
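Test system: Human Csn5 produced in HEK293T cells | Compound: 12.5 µM single point | Times: 90 min, room temperature | Signal: Fluorescence polarization readout | Read-out basis: % inhibition of substrate cleavage by Csn5 | Controls: no-enzyme wells high, enzyme-with-substrate wells low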
E coli Lon inh: inhibits E. coli Lon protease; P0A9M0; purified E. coli Lon protease, fluorescence polarization; inhibition, % at 7.94 µM; 0.42% of 360,000 active; AID 602123; in the data active = inhibition above about 13%, passing the limit was not always enough;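 also: 0% = enzyme with probe and DMSO and 100% = no enzyme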
FAS-TE inh: FAS thioesterase (human) inhibition; P49327; recombinant FAS-TE, OMFH fluorogenic substrate, fluorescence endpoint; inhibition, % at 15 µM; 0.67% of 360,000 active; AID 602261;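 active = compounds whose normalised, plate-corrected inhibition of enzyme fluorescence in the single-dose primary screen is 50% or more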;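 also: 0% = DMSO with enzyme and 100% = substrate without enzyme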
MT1-MMP act inh: blocks activation of human MT1-MMP; GFP/RFP ratio change, % at 20 µM; 0.061% of 360,000 active; HT1080 RFP-PRO-GFP cells, GFP/RFP ratio fluorescence, overnight; percent of plate control window, DMSO zero; AID 651647;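 active = GFP/RFP ratio change of at least 30% with cell ATP level not reduced by more than half and red fluorescence within 50% of control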; also: strong numbers were not always called active
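Test system: HT1080 cells expressing an RFP-PRO-GFP fluorescent reporter construct / Compound dosing: single-point 20 µM compound, 1% DMSO / Schedule: cells overnight before dosing, compound overnight, 37 °C, 5% CO2 / Evaluation: GFP/RFP fluorescence ratio / Control set: DMSO and RFP-L50D-GFP cell wells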
MsrA inhibitor: inhibits bovine methionine sulfoxide reductase A; purified bovine MsrA, absorbance read-out; inhibition, % at 15.5 µM; 0.75% of 360,000 active; in the data active = inhibition above about 4.5%;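 also: 0% = vehicle wells with enzyme and 100% = reference inhibitor wells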
Rpn11 block: inhibitors of human proteasome Rpn11 | human 26S proteasome, Ub4-pepOG fluorescence polarization; 20S core pre-blocked with epoxomicin | calls only at 20 µM | 0.59% of 360,000 active;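 active = inhibition at 20 µM, scaled to each plate's controls, above about 33%, limit read from the data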
PABP1 MLLE inh: blocks PAM2 peptide binding to the PABP1 MLLE domain; GST-MLLE / FITC-PAM2 fluorescence polarization; P11940; 0.36% of 360,000 active; inhibition, % at 20 µM; in the data active = inhibition above about 35%, passing the limit was not always enough;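 also: plate controls were DMSO wells with GST-MLLE for no effect and wells lacking GST-MLLE protein for full effect; some results filed as inactive read as strong as hits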
bovine MsrA act: bovine methionine sulfoxide reductase A activation | 0.3% of 360,000 active | activation, % at 10.6 µM | purified bovine MsrA, absorbance read-out; in the data active = activation above about 7.5%;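 also: 0% = vehicle and 100% = reference activator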
* marks the source's active call; other numbers are inactive results; i = inactive; . = no result given. Compounds as they come. Share with any hit: about 3.7%.

SMILES	Rin1 Abl inh	CSN deneddyl inh	E coli Lon inh	FAS-TE inh	MT1-MMP act inh	MsrA inhibitor	Rpn11 block	PABP1 MLLE inh	bovine MsrA act
CC(Sc1nc(-c2ccccc2)nc2c1COC(C)(C)C2)C(=O)N1CCOCC1 (centres undefined)	1	-1	-11	-4	-6	1.2	i	-10	-11
Clc1ccc(-c2nc3ncccn3c2Nc2ccc3c(c2)OCCO3)cc1	-1	-2	7	-1	6	-0.7	i	5	0
O=C(O)c1ccc(O)c(O)c1	2	-2	-8	-2	0	0.6	i	-4	-2
O=C(O)CN1C(=O)C2C3CC(C2C1=O)C1C(c2ccccc2)c2sc(=O)[nH]c2SC31 (centres undefined)	-3	3	1	-11	-4	-0.6	i	22	-2
CN(CC(=O)Nc1cccc(S(=O)(=O)N2CCCC2)c1)CC(=O)Nc1ccc(F)c(F)c1F	0	8	1	4	10	0.4	i	1	-7
O=C(c1ccncc1)N1CCN(c2ccc3ccccc3n2)CC1	2	5	1	-2	1	0.0	i	1	-3
O=C1Nc2ccc([N+](=O)[O-])cc2OC1CCN1CCN(c2ccccc2)CC1 (centres undefined)	1	0	-5	10	0	1.4	i	-6	-3
Cc1cc(CNC(=O)COC(=O)c2ccc(Cl)c(N)c2)cc(C)c1O	0	-1	4	-4	4	-0.3	i	-9	-10
CC1=CC(C)(C)N2C(=O)C3(NCCc4c3[nH]c3ccccc43)c3cc(C)cc1c32 (centres undefined)	-1	0	3	20	-14	0.7	i	18	-2
c1ccc(SCc2nc(-c3cccnc3)no2)cc1	0	-2	-22	-2	2	0.1	i	12	-3

Sorted by molecular weight (falling): some entries from above
SMILES	Rin1 Abl inh	CSN deneddyl inh	E coli Lon inh	FAS-TE inh	MT1-MMP act inh	MsrA inhibitor	Rpn11 block	PABP1 MLLE inh	bovine MsrA act
CN(CC(=O)Nc1cccc(S(=O)(=O)N2CCCC2)c1)CC(=O)Nc1ccc(F)c(F)c1F	0	8	1	4	10	0.4	i	1	-7
O=C(O)CN1C(=O)C2C3CC(C2C1=O)C1C(c2ccccc2)c2sc(=O)[nH]c2SC31 (centres undefined)	-3	3	1	-11	-4	-0.6	i	22	-2
O=C1Nc2ccc([N+](=O)[O-])cc2OC1CCN1CCN(c2ccccc2)CC1 (centres undefined)	1	0	-5	10	0	1.4	i	-6	-3
Clc1ccc(-c2nc3ncccn3c2Nc2ccc3c(c2)OCCO3)cc1	-1	-2	7	-1	6	-0.7	i	5	0
c1ccc(SCc2nc(-c3cccnc3)no2)cc1	0	-2	-22	-2	2	0.1	i	12	-3
O=C(O)c1ccc(O)c(O)c1	2	-2	-8	-2	0	0.6	i	-4	-2

Next section
SMILES	Rin1 Abl inh	CSN deneddyl inh	E coli Lon inh	FAS-TE inh	MT1-MMP act inh	MsrA inhibitor	Rpn11 block	PABP1 MLLE inh	bovine MsrA act
O=C(O)c1ccc(-c2ccc(/C=C3\NC(=O)N(Cc4ccc(Cl)cc4)C3=O)o2)cc1	1	12	-11	1	-4	2.3	i	-7	-4
COc1cccc(NC(=O)c2cc(-c3ccc(C)o3)nc3ccccc23)c1	2	4	-8	2	-1	0.3	i	-7	-8
CCCCOC(=O)C1CN(c2ccccc2)N=C1C(C)=O (centres undefined)	-1	3	2	8	5	0.3	i	1	-3
COCCn1nnnc1C(C(C)C)N1CCSCC1 (centres undefined)	1	11	4	-4	0	0.1	i	6	-4
O=C(NCc1ccc(F)cc1)C1CCCN1C(=O)Nc1cccc(F)c1 (centres undefined)	2	-2	1	-3	2	0.2	i	-2	-5
Cn1c(=O)[nH]c(=O)c2c1nc(CN1CCOCC1)n2CCc1ccccc1	1	-2	-6	-5	3	0.7	i	-2	-3
O=C(CN1CCOCC1)Nc1cccc(Br)c1	2	-1	9	-9	1	-0.6	i	-10	-3
CC(OC(=O)c1cc(=O)c2ccccc2o1)C(=O)Nc1ccc(N(C)C)cc1 (centres undefined)	6	2	-6	-1	2	-0.2	i	21	-4
CCCNC(=O)C1(C)CCN(C(=O)C(c2ccccc2)c2ccccc2)C1 (centres undefined)	2	-7	-4	-3	-2	0.3	i	7	-1
Cc1cc(C)n2nc(-c3cnn(C)c3C(F)(F)F)c(Cl)c2n1	0	0	6	-8	5	-0.4	i	-1	-3
CC(C)C(NC(=O)c1ccc(Cl)cc1Cl)C(=O)NCCc1ccccn1 (centres undefined)	1	-2	8	-4	2	1.7	i	-4	-3
CC1CCN(c2nnc(N3CCC(C)CC3)c3ccccc23)CC1	1	-1	5	7	-7	0.3	i	-4	-3
Cc1ccccc1S(=O)(=O)NC(=O)C1(C)CCN1C(=O)C1(c2ccc(Cl)cc2)CC1 (centres undefined)	-1	-6	-11	-7	1	0.0	i	12	0
O=C(O)c1ccc(CSc2nc3ccccc3[nH]2)cc1	2	6	-5	-4	6	1.1	i	-16	-1
O=[N+]([O-])c1cc(S(=O)(=O)/N=C(/c2ccccc2)N2CCOCC2)ccc1Cl	-3	1	0	-7	-7	0.2	i	10	-3
Nc1ccc(S(=O)(=O)NC(=O)c2ccccc2)cc1	-3	3	8	-1	1	.	i	-5	-1
COc1ccc2c(C(=O)CCl)c[nH]c2c1	-3	7	-20	-4	-4	0.2	i	-28	-1
COc1ccc(Cn2nnnc2C(c2cccs2)N2CCOCC2)cc1 (centres undefined)	2	0	-8	-4	6	0.0	i	-1	7.8*
Cc1c(C(=O)O)sc2nc(/C=C/c3cccc(O)c3)[nH]c(=O)c12	0	0	-1	-4	2	2.2	i	-3	0
N#C/C(=C\c1cccnc1)C(=O)Nc1ccccc1	-3	2	-1	-16	-10	-0.6	i	-53	-4
CCN(CC)S(=O)(=O)c1cc(NC(=O)C(C)N2CCN(c3ccccn3)CC2)ccc1C (centres undefined)	2	-5	6	7	-3	0.2	i	14	-4
CCN(CC)S(=O)(=O)c1ccc(N2CCOCC2)c(NC(=O)c2[nH]c(C)c(C(C)=O)c2C)c1	2	-7	4	-2	22	-0.2	i	-9	-12
CS(=O)(=O)c1ccc2nc(NC(=O)CCS(=O)(=O)c3ccccc3)sc2c1	2	3	0	-6	-4	0.8	i	-7	-4
C=CCN(CC=C)C(=O)C(=O)c1cc(C)n(-c2ccc([N+](=O)[O-])cc2)c1C	4	-1	-1	1	4	0.1	i	-3	-5
Cc1nnc(NC(=O)CCSc2ccccc2)s1	0	-1	-10	-7	-7	0.7	i	-8	-10
O=C(NC1CCN(C(=O)Nc2cccc(F)c2)CC1)c1ccco1	2	-3	4	-1	1	-0.9	i	-6	-3
O=C(Nc1ccc(N=Nc2ccccc2)cc1)c1ccccc1Cl	-2	-1	-6	10	8	1.4	i	9	-2
O=C(c1ccco1)N1N=C(c2ccc(Br)cc2)CC1(O)C(F)(F)F (centres undefined)	3	-2	-19	10	0	3.1	i	-3	-2
Cc1ccc(NC(=O)CSc2nncc3ccccc23)cc1	3	0	-2	-1	2	-1.4	i	8	1
NC1=NC2(CCCCC2)N(c2ccc(F)cc2)C(N)=N1	0	-1	-14	-6	-2	-1.0	i	-3	-10
Cc1ccn2c(=O)nc(SCC(=O)N3N=C(c4cccs4)CC3c3ccc(F)cc3)nc2c1 (centres undefined)	-3	8	-19	54*	-6	0.8	i	8	-2
CC(CN1CCOCC1)OC(=O)/C=C/c1ccccc1 (centres undefined)	2	-21	-7	-3	2	0.0	i	21	-11
COc1cc([N+](=O)[O-])ccc1NC(=O)COC(=O)C1=NN(c2ccccc2)C(=O)CC1	-1	4	-5	-1	-2	0.3	i	0	-2
Cc1ccc(N2CC(C(=O)Nc3nnc(SCC(=O)Nc4cc(C)on4)s3)CC2=O)cc1 (centres undefined)	2	-1	-7	-9	5	-1.0	i	-18	-5
O=C(O)c1cc2nc(C3CC3)cc(C(F)(F)F)n2n1	1	1	0	-8	2	-0.7	i	-7	-2
O=[N+]([O-])c1ccccc1C1Nc2cccc3cccc(c23)N1	4	3	-3	2	13	1.6	i	22	1
COc1ccc(CNC(=O)CN(C)S(=O)(=O)c2ccc(Cl)cc2)cc1	3	3	6	0	0	0.2	i	6	-1
CCCC1NC(=O)c2cc3ccccc3cc2-n2c1nc1cc(Cl)ccc1c2=O (centres undefined)	4	-3	-2	73*	-5	-0.4	i	-5	-10
CCOc1ccc(N(C)S(=O)(=O)c2csc(C(N)=O)c2)cc1	0	2	-12	-3	2	-0.7	i	-17	-3
COc1ccccc1NNC(=O)C(O)(c1ccccc1)c1ccccc1	0	-6	2	-3	6	-1.6	i	10	0
O=C(CN1CCC(O)(c2cccc(F)c2)CC1)NCCc1c[nH]c2ccccc12	-5	0	-3	2	1	0.0	i	-4	-1
CCOCC(=O)Nc1cc(C(F)(F)F)ccc1Oc1cccc(Br)c1	4	-3	-1	25	-3	0.5	i	-3	-1
COc1cccc(CN2CCCCC2C(=O)O)c1 (centres undefined)	6	6	-9	-8	2	-0.4	i	-10	-4
Cc1ccccc1NC(=O)CSc1ccc(-c2ccc(-n3cccn3)cc2)nn1	1	1	-17	-7	8	0.2	i	4	-10
O=C(CN1C(=O)NC(Cc2ccccc2)C1=O)Nc1ccc(OC(F)F)cc1 (centres undefined)	-3	-3	5	-3	0	0.3	i	4	-1
CC(C)N(Cc1nc(-c2ccc(Cl)cc2)no1)C(=O)C12CC3CC(CC(C3)C1)C2	3	2	-14	33	-1	0.4	i	-8	-4
NC(=O)Nc1ccc(C(=O)OCC(=O)Nc2cccc(S(=O)(=O)NC3=NCCC3)c2)cc1	0	-2	-6	-5	-4	-1.0	i	-8	-3
COc1ccc(CCNC(=O)COc2cc(C)cc3oc(=O)cc(C)c23)cc1	0	2	-2	-3	-2	0.1	i	3	-2
CN(CCO)S(=O)(=O)c1ccc2c(c1)C(=NNC(N)=O)c1cc(S(=O)(=O)N(C)CCO)ccc1-2	-12	1	-4	-3	-2	4.8*	i	9	-5
CCOc1ccccc1OCC(=O)NN1Cc2ccccc2C1=N	0	-1	-4	-7	0	1.9	i	-4	-1
New compounds follow.
SMILES	Rin1 Abl inh	CSN deneddyl inh	E coli Lon inh	FAS-TE inh	MT1-MMP act inh	MsrA inhibitor	Rpn11 block	PABP1 MLLE inh	bovine MsrA act
O=C(Cc1cccs1)NCc1ccco1	0	-2	-2	-8	1	1.7	i	-4	-3
O=C(O)/C=C/C(=O)NCc1cn(-c2ccccc2)nc1-c1cccc(Br)c1	3	-8	-3	-2	-2	0.2	i	-10	-8
N/C(CC(=O)Nc1cc(C(F)(F)F)ccc1Cl)=N\O	2	2	-1	-11	-4	-0.5	i	0	-2
Cc1ccccc1NC(=O)NNC(=O)CCc1ccccc1	-2	2	-7	-5	2	-0.2	i	-5	-4
Cc1nc(C)c(C(=O)Nc2ccccc2)s1	-3	2	1	-8	0	-1.3	i	10	-3
Cn1ncc(Cl)c1C(=O)N1CCN(c2ccccc2)CC1	-3	-3	1	-5	2	-0.3	i	4	-4
Cc1ccc(NS(=O)(=O)c2ccc(-n3cccn3)cc2)c(C)c1	-2	-2	-13	9	1	0.9	i	3	-3
COc1ccc(NC(=O)C2(C)CCCN(C(C)=O)C2)cc1F (centres undefined)	2	3	-18	-7	3	-0.8	i	6	1
Cc1csc(SCC(=O)Nc2ccccc2)n1	2	-1	3	-7	2	0.3	i	-5	-7
COc1cc([N+](=O)[O-])ccc1NC(=O)CCCOc1cc(C)ccc1C	1	-6	-5	-2	4	-0.3	i	15	1
Cc1ccc2nc(N(CCN3CCOCC3)C(=O)CCS(=O)(=O)c3ccccc3)sc2c1	0	2	1	4	1	0.1	i	3	-5
CCOc1ccccc1C=NN1CCCCCC1	4	-1	-19	9	4	-1.1	i	-41	-2
